# Bioassay records (PubChem BioAssay)
# Tb PFK block: qHTS Assay to Find Inhibitors of T. brucei phosphofructokinase | ATP-dependent 6-phosphofructokinase (Trypanosoma brucei brucei), O15648 | T. brucei PFK, ADP-Glo luminescence | Potency, µM (top dose mostly 57.5 µM), for inactives: top-dose activity, negative = inhibition, hits mostly inhibitors | 330,000 compounds, 0.17% hits | AID 485367, 2010;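 further: potency means the concentration at half of the fitted maximal effect; 0% = uninhibited 1x PFK enzyme wells and -100% = no-enzyme wells; nearly all actives have a fitted effect of over 60% in size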
# Target sequence (O15648 whole entry, looked up): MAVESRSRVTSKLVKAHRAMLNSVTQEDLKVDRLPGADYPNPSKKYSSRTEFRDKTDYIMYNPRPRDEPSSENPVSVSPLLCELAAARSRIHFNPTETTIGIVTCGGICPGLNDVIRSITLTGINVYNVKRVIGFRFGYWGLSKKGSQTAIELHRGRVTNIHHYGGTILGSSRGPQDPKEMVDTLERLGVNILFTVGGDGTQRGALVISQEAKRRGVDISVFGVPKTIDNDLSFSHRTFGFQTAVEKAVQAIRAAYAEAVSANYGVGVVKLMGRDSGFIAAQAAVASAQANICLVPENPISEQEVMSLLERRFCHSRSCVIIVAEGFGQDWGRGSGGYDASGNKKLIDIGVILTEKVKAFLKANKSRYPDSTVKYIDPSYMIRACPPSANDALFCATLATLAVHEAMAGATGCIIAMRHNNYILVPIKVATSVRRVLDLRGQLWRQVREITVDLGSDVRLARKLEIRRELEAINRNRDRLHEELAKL
#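 Luminescent ADP detection (ADP-Glo, two-step: ATP depletion then ADP-to-ATP conversion for luciferase) reported PFK activity after 45 min room-temperature reaction of 1.25 nM enzyme with 0.5 mM F6P and 0.1 mM ATP at pH 8.0.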
# a7 integrin act: qHTS for Activators of Integrin-Mediated Alleviation for Muscular Dystrophy; alpha7betagal myoblasts, beta-gal FDG fluorescence, 48 h; Potency, µM (series often up to 38.3 µM), for the others: top-dose activation, actives largely listed as activators; 350,000 compounds, 0.064% hits; AID 624291, 2012;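 further: potency means the concentration at half of the fitted maximal effect; 100% = response of the positive control SU9516; nearly all actives have a fitted effect of over 60% in size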
#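 Alpha7betagal+/- myoblasts (passage 13) were plated 16-24 hr, then exposed to compounds (1:260 dilution of DMSO stock) for 48 hours at 37C. After MPER lysis, β-galactosidase reporter activity was read as FDG fluorescence (ex 480/em 540) after 30 minutes.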
# Menin MLL FP TR: qHTS Assay for Inhibitors Targeting the Menin-MLL Interaction in MLL Related Leukemias: Competition With Texas Red Labeled MLL-derived Mutant Peptide. Menin + Texas Red MLL mutant peptide, fluorescence polarization. Potency, µM (highest dose often 61.6 µM), without a hit: at the highest dose FP activity change, negative = inhibition, actives largely listed as inhibitors. 270,000 compounds, 0.23% hits; active means well fitted inhibition curve with a large enough effect in the polarisation, with a control signal flat, not every such curve was filed as active; inconclusive means small, poorly fitted or top-dose-only effect, or effect the other way, or a change in a side signal; inactive means no such curve, though single readings can be large or run the other way; the % refers to the polarisation; further: potency means the concentration at half of the fitted maximal effect; % of control where 0% means no effect; many of its hits are not listed in these tables
# Target sequence (O00255 whole entry, looked up): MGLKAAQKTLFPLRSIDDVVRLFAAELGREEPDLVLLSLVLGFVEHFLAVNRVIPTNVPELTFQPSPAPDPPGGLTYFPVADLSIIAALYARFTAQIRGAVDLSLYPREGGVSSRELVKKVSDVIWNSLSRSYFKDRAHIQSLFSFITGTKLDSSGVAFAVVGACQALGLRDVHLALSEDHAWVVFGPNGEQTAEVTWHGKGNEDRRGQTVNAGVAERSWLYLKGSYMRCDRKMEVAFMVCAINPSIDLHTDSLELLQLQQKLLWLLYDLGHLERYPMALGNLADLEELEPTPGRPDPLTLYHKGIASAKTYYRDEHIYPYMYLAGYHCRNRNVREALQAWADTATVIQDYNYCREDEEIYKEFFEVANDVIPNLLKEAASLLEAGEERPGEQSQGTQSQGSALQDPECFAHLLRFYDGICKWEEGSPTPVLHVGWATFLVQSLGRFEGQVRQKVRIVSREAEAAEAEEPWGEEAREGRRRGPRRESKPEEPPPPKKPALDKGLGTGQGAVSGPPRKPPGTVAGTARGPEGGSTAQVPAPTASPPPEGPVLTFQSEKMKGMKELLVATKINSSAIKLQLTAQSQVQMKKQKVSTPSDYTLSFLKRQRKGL
# FBPA coupling cs: qHTS Assay for Inhibitors of Fructose-1,6-bisphosphate Aldolase from Giardia Lamblia: Coupling assay counterscreen | 290,000 compounds, 0.67% hits | coupling enzyme system counterscreen, AmpLite Red fluorescence | activity change, negative = inhibition, % at 58.2 µM, hits read low; in the data active means activity change below about -30%; further: on the % scale 0 is the no-effect control and ±100 the full control effect
#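 Fluorescence at 525 nm excitation and 598 nm emission measured inhibition of the coupled detection system without aldolase. Compounds (at 57.5 uM final) were preincubated 10 min at room temperature with coupling enzyme reagent before a 20 min substrate/AmpLite Red step.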
# PKM2 activator: qHTS Assay for Activators of Human Muscle isoform 2 Pyruvate Kinase. Potency, µM (titrated, usually from 57.5 µM), without a hit: at the highest dose activation, usual class: activators. purified PKM2, Kinase-Glo ATP luminescence, activation; response scale: 0% is enzyme alone, no compound. Pyruvate kinase PKM (Homo sapiens), P14618. 260,000 compounds, 0.34% hits. AID 1631, 2009; further: potency means the concentration at half of the fitted maximal effect; on the % scale 0 is the no-effect control and ±100 the full control effect; nearly all actives have a fitted effect of over 55% in size
#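 hPK-M2, >95% pure; 0.1 mM ADP / 0.5 mM PEP final; imidazole pH7.2 buffer w/ 7 mM MgCl2, 50 mM KCl; 1 h RT; Kinase-Glo lum. Intermediate enzyme activity for dual inhibitor/activator qHTS.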
# ASM inhibitor: Inhibitors of Secretory Acid Sphingomyelinase (S-ASM): qHTS; placental ASM, HMU-PC fluorogenic substrate, 60 min; 340,000 compounds, 0.006% hits; Potency, µM (series often up to 57.5 µM), for the others: at the highest dose activity change, negative = inhibition, hits mostly inhibitors; further: potency means the concentration at half of the fitted maximal effect
#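 Human placenta-derived ASM enzyme was preincubated with compound for 10 minutes at room temperature, then given fluorogenic substrate HMU-PC0 (9 uM final) for 60 minutes at 37 °C; a pH 10 stop preceded fluorescence reading at Ex 386/Em 447 nm.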
# GALK inhibitor: qHTS Assay for Inhibitors of Human Galactokinase (GALK) | Potency, µM (titrated, usually from 57.5 µM), for the others: at the top dose activity change, negative = inhibition, usual class: inhibitors | Purified GALK, Kinase-Glo residual ATP luminescence | AID 1868, 2009 | P51570 | 270,000 compounds, 0.007% hits; further: potency means the concentration at half of the fitted maximal effect; on the % scale 0 is the no-effect control and ±100 the full control effect
#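 5 nM enzyme, 35 uM ATP, 100 uM galactose, 20 mM HEPES pH8.0, 5 mM MgCl2; 1 h RT; residual ATP by Kinase-Glo Plus luminescence, qHTS format.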
# Giardia kill: Small Molecules that selectively kill Giardia lamblia: qHTS. Giardia lamblia trophozoite viability. activity change, % at 7.66 µM, hits read low. 340,000 compounds, 0.15% hits; in the data active means activity change below about -80%; inconclusive means between about -30% and that limit;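 further: parasites exposed to compound for two days anaerobically before the ATP read; on the % scale 0 is the no-effect control and ±100 the full control effect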
#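 Media and compound were dispensed first, then trophozoites at 100 cells/well; plates sat 48 hrs at 37 deg C without oxygen before ATP luminescence reagent was added and read after 15-30 min at room temperature.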
# PTAP TSG101 blk: qHTS Assay for Iinhibitors of HIV-1 Budding by Blocking the Interaction of PTAP/TSG101 | Tumor susceptibility gene 101 protein (Homo sapiens), Q99816 | Fluorescence polarization, FITC-PTAP peptide / Tsg101 binding | Potency, µM (doses to about 115 µM), inactives show at the top dose activity change, negative = inhibition, usual class: inhibitors | 340,000 tested, under 10 active | AID 493005, 2010; active means well fitted inhibition curve with a large enough effect in the main read-out, with a control signal flat, not every such curve was filed as active; inconclusive means small, poorly fitted or top-dose-only effect, or effect the other way, or a change in a side signal; inactive means no such curve, though single readings can be large or run the other way; further: potency means the concentration at half of the fitted maximal effect; % of control where 0% means no effect
#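 Fluorescence polarization binding of Tsg101 binding domain (10 uM final) to FITC-labeled PTAP peptide (50 nM final) in HEPES pH 7.5 buffer with NaCl, Tween 20, EDTA, TCEP. Compounds added before peptide; binding 20 min at RT.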
# Chronic BCR inh: qHTS Assay to Find Inhibitors of Chronic Active B-Cell Receptor Signaling; ABC-DLBCL IkBa-CBG/CBR reporter, luminescence ratio, 4 h; Potency, µM (doses to about 46.1 µM), for inactives: top-dose ratio change, negative = lower green/red ratio, actives largely listed as inhibitors; 340,000 compounds, 0.05% hits; AID 493014, 2011; active means well fitted inhibition curve with a large enough effect in the signal ratio, with a control signal flat, not every such curve was filed as active; inconclusive means small, poorly fitted or top-dose-only effect, or effect the other way, or a change in a side signal; the % refers to the signal ratio;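 further: potency means the concentration at half of the fitted maximal effect; plate controls were basal doxycycline-induced cells for no effect and cells given 10 µM MG132 for full effect; MG132 reads +100%, hits lower the ratio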
#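 Concentration-response series (up to 46 uM) were applied to TMD8 dual-reporter cells for 4 h at 37C with doxycycline. Green/red ratio, after filter-overlap correction, defined %Activity; red signal alone was normalised to basal cells and zero luminescence.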
# B2AR arrestin: qHTS assay of beta-arrestin-biased ligands of beta2-adrenergic receptor; Beta-2 adrenergic receptor (Homo sapiens), P07550; beta-arrestin recruitment to beta2AR, cell-based reporter; Potency, µM (highest dose often 46.1 µM), without a hit: at the highest dose activation, usual class: activators; 330,000 compounds, 0.02% hits; AID 492947, 2010;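 further: potency means the concentration at half of the fitted maximal effect; 0% = DMSO controls and full agonism = EC100 isoproterenol or metaproterenol; nearly all actives have a fitted effect of over 65% in size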
# * marks the source's active call; other numbers are inactive results; ? = inconclusive; . = not tested or not shown; [ ] = another dose, or the depositor's remark. Unless noted, the call rests on the fitted dose curve; in most records, active means well fitted curve in the direction sought with a large enough effect; inconclusive means small, poorly fitted or top-dose-only effect, or another doubt; inactive means no such curve, though single readings can be large; an effect the other way counts as inactive or inconclusive.
# Sequence of screens – Tb PFK block	a7 integrin act	Menin MLL FP TR	FBPA coupling cs	PKM2 activator	ASM inhibitor	GALK inhibitor	Giardia kill	PTAP TSG101 blk	Chronic BCR inh	B2AR arrestin
> O=C(c1ccco1)N1CCN(Cc2cc(=O)c(OCc3cccc(F)c3)co2)CC1
    -0.8%	14.5%	.	.	.	0.1%	.	10.9	-4.7%	3.1%	-0.1%
> O=C(NCC1CCCO1)c1ccc(Br)o1 (centres undefined)
    2.6%	23.3%	0.6%	3.0	-0.1%	-0.4%	2.5%	-5.6	-4.7%	0.0%	-0.1%
> O=C(Nc1ccc(NC(=O)c2cccs2)cc1)c1ccc2c(c1)OCCO2
    1.8%	12.0%	.	1.3	0.4%	2.0%	0.4%	2.8	-0.5%	.	-0.4%
> Cc1ccc(NC(=O)c2cc(-c3ccc(C)c(C)c3O)n[nH]2)cc1C
    15.3%	19.1%	?	2.1	.	-0.5%	-0.2%	-12.5	-0.8%	-1.0%	0.0%
> N#CCC(=O)N/N=C\c1cccc(OC/C=C/c2ccccc2)c1
    2.6%	4.0%	.	.	-6.5%	-11.8%	-3.4%	21.0	-4.5%	?	-0.3%
> COc1cccc(OC)c1C(=O)Nc1cccc2c1CCCC2
    1.8%	20.0%	-0.8%	3.5	0.7%	-1.5%	3.4%	12.3	-5.8%	-6.8%	-0.5%
> CCc1ccc2oc(-c3cccc(NC(=O)c4cccnc4)c3)nc2c1
    0.5%	-26.3%	11.0%	0.6	5.6%	-6.0%	0.6%	-7.6	0.4%	-2.0%	0.3%
> Cc1ccc(C(=O)N/N=c2\sc3ccccc3n2C)cc1
    0.0%	14.5%	-7.0%	-6.3	-17.7%	-0.3%	-1.5%	3.7	-5.3%	?	-0.7%
> COc1cc(C(=O)Nc2nnc(C)s2)c([N+](=O)[O-])cc1OC
    -4.7%	8.4%	.	0.6	-4.9%	3.5%	-0.2%	8.4	-1.1%	0.5%	-0.2%
> COc1ccc(CCN(C(=O)c2ccccc2)C2=CC3CCC(C2)N3C)cc1OC (centres undefined)
    -3.4%	.	11.9%	-1.5	-2.5%	.	0.1%	.	.	-1.3%	-0.2%
> O=S1(=O)CC2SC(=S)N(Cc3ccccc3)C2C1 (centres undefined)
    -1.7%	-9.0%	.	1.3	2.7%	3.1%	6.6%	5.2	-5.7%	-1.8%	0.4%
> CN(CC(=O)O)C(=O)c1ccccc1
    0.1%	7.2%	.	.	.	3.0%	.	-8.9	4.2%	2.0%	0.0%
> Cn1c(CO)cnc1-c1ccccc1
    -3.3%	-13.9%	-21.8%	-0.1	-4.9%	3.4%	2.2%	-2.0	2.1%	4.7%	-0.8%
> Cc1nc2ccc(CCO)cc2s1
    1.8%	2.2%	-0.8%	1.8	-4.1%	2.3%	0.6%	9.3	-2.8%	-9.4%	-0.6%
> CCOC(=O)c1ccc(NC(=O)CN(C)S(=O)(=O)c2ccc(Br)s2)cc1
    2.3%	-5.6%	14.2%	2.8	-5.4%	-13.1%	.	4.5	-2.5%	?	-0.4%
> O=C(NCCN1CCOCC1)[C@H](Cc1ccccc1)N1C(=O)c2ccccc2C1=O
    -7.7%	23.5%	-5.1%	3.7	-4.9%	1.3%	-0.3%	0.2	-0.9%	-18.8%	0.5%
> CCCNC(=O)c1ccccc1C(=O)NC1(C(=O)NCCC)CCCC1
    0.9%	12.2%	0.5%	-2.7	-1.9%	-0.1%	3.5%	9.1	-0.2%	-2.3%	-0.9%
> Cc1cc(NC(=O)CSCC(=O)N(C)Cc2ccc(F)cc2)no1
    4.1%	-2.4%	.	.	-1.6%	-1.4%	-6.8%	10.5	-2.3%	-0.8%	0.5%
> CSc1ncnc2sc(C)c(C)c12
    4.0%	-22.7%	-29.9%	4.8	7.9%	-1.6%	-1.2%	8.5	-8.7%	4.0%	-0.9%
> COc1ccc(CCNC(=O)c2c(O)c3ccccc3[nH]c2=O)cc1
    5.4%	-13.0%	20.1%	-0.1	0.3%[11.5 µM]	0.9%	-7.1%	6.4	0.2%	-4.8%	0.1%
> Cn1ncc(Cl)c1C(=O)Nc1cccnc1
    0.5%	12.6%	-0.6%	-1.0	-3.1%	-0.6%	2.1%	10.4	-1.0%	-18.5%	0.4%
> CC(C)CC(=O)Nc1ccc(C(=O)COC(=O)C2=COCCO2)cc1
    -9.8%	-0.6%	.	.	.	2.6%	.	1.9	-0.2%	4.1%	0.0%
> Cc1cc(/C=C(\C#N)C(=O)O)c(C)n1CC1CCCO1 (centres undefined)
    -4.4%	0.0%	-10.1%	9.1	1.8%	6.6%	-1.7%	5.2	-3.5%	?	0.3%
> O=C(c1ccc(F)cc1)C1CCN(C(=O)Nc2ccccc2Cl)CC1
    -0.9%	13.0%	-11.6%	0.8	-1.2%	2.1%	-1.7%	-0.5	-7.5%	-0.4%	-1.0%
> CCCCN(C(=O)CSc1cc(C)c2ccccc2n1)c1c(N)n(Cc2ccccc2)c(=O)[nH]c1=O
    0.5%	-4.9%	-8.0%	3.5	-8.9%	5.4%	0.0%	3.3	1.6%	-4.2%	-0.3%
> Cc1ccc(C(=O)Nc2ccc3cn[nH]c3c2)cc1S(=O)(=O)N1CCCCC1
    -2.9%	9.7%	?	-2.2	2.1%	-2.6%	0.0%	8.9	0.2%	?	-0.2%
> Cc1nc2cc(C(F)(F)F)ccc2n1C1CCN(C(=O)N2CCOCC2)CC1
    1.1%	-18.3%	6.8%	-1.1	?	0.2%	7.1%	2.5	-5.4%	0.0%	-0.3%
> CC(c1nnc(SCC(=O)c2c(N)n(C)c(=O)n(C)c2=O)n1-c1ccc(Cl)cc1)N(C)C (centres undefined)
    1.6%	-6.4%	-2.6%	2.4	-9.9%	3.1%	0.9%	-0.2	-5.8%	13.3%	-0.2%
> C/C(=N\NC(=O)NC1CCCCC1)c1ccc(Cl)s1
    -2.9%	-27.6%	9.8%	2.4	.	-1.0%	0.8%	2.0	0.4%	-0.8%	-0.5%
> CC(=O)Oc1ccc(-c2ccc(C(=O)OCC(=O)c3c(N)n(C)c(=O)n(C)c3=O)cc2)cc1
    0.6%	1.1%	.	.	.	-18.6%	.	-2.2	-0.2%	7.7%	4.0%
> Cc1c(Br)c([N+](=O)[O-])nn1CC(=O)N1CCc2ccccc21
    -3.2%	8.0%	?	1.3	-0.7%	-2.6%	10.0%	-12.1	-1.3%	2.8%	0.0%
> COc1ccc(/C(C)=N/N2C(=O)c3ccccc3NC2c2ccc(O)c(OC)c2)cc1 (centres undefined)
    0.0%	16.9%	5.8%	-2.0	1.1%	16.1%	7.5%	1.2	-4.1%	?	-0.7%
> O=C1[C@H]2[C@@H](/C=C/c3ccccc3)N3C(=O)CN(CCO)C(=O)[C@@]3(Cc3ccccc3)[C@H]2C(=O)N1c1ccccc1
    -0.4%	-4.3%	8.5%	2.2	-5.9%	3.5%	.	-4.7	-4.6%	-11.3%	0.5%
> COc1cccc2sc(NNC(=O)C3COc4ccccc4O3)nc12 (centres undefined)
    -16.3%	-9.4%	0.8%	0.5	1.8%	1.6%	0.3%	0.8	1.6%	-11.9%	0.1%
> O=C(Nc1nc2ccc(S(=O)(=O)N3CCCCC3)cc2s1)C1CCCO1 (centres undefined)
    -3.4%	8.9%	-5.2%	4.5	-1.2%	2.6%	-3.3%	-11.6	-4.3%	-3.9%	-0.3%
> CN(c1ccccc1)S(=O)(=O)c1cccc(NC(=O)C2=NNC(=O)CC2)c1
    0.0%	1.0%	.	.	.	2.8%	.	2.7	0.6%	0.0%	-0.9%

# The list is partial. The share of hits here may be higher or lower than overall.
